# Screens from PubChem BioAssay.
# Mtb RmlCD inh: inhibitors of Mycobacterium tuberculosis RmlC and RmlD coupled enzymes; actives 0.03% (n = 160,000); RmlC+RmlD coupled enzyme assay, percent inhibition; primary screen in compound mixtures; P9WH09+P9WH11; inhibition, % at 3.6 µM; in the data active means inhibition mostly above about 34%, no sharp cut-off; further: some results filed as inactive read as strong as hits
# Target sequence (P9WH09 whole entry, looked up): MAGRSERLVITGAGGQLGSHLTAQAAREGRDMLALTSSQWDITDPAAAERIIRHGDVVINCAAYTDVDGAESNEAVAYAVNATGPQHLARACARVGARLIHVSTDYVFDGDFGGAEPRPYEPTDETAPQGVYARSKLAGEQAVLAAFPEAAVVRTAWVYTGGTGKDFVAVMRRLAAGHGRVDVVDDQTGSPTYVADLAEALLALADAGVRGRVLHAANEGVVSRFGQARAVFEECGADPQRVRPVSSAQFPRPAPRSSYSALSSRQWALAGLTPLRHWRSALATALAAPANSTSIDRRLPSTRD
# Target sequence (P9WH11 whole entry, looked up): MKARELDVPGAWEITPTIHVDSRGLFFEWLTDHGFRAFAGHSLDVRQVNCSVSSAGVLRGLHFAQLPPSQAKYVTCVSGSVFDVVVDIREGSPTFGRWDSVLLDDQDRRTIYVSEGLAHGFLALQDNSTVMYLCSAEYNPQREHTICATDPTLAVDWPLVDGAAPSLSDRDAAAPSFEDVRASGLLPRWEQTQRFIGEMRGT
# GlmU inhibition: inhibition of mycobacterial GlmU enzyme – biochemical, glucosamine-1-phosphate acetyltransferase (AID 1376); actives 0.25% (n = 220,000); inhibition, %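 (tested at 30 µM in the primary screen)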, or IC50 in µM where a hit was titrated; M. tuberculosis GlmU acetyltransferase enzyme assay; higher % means a stronger effect; in the data active means inhibition above about 13%;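 further: 0% = complete reaction with vehicle and 100% = reaction without substrate; strong numbers were not always called active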
# * = called active by the depositor; nt = no result given. A portion of the library; the hit share may differ from the screen's.
SMILES,Mtb RmlCD inh,GlmU inhibition
COc1ccccc1C1/C(=C(/O)c2ccc(C)cc2)C(=O)C(=O)N1CCN1CCOCC1 (centres undefined),62,-0.1%
O=C(Cn1nnc2ccccc2c1=O)NCc1ccco1,nt,1.5%
CC1Cc2ccccc2N1C(=S)NC(=O)c1ccco1 (centres undefined),7,0.2%
Cc1cn2c(N)c(C=C3C=C(Cl)C(=O)C(Cl)=C3)c(=O)nc2s1,4,9.1%
CC(=O)c1cccc(NC(=O)C(CC(C)C)NC(=O)C2CCCCC2)c1 (centres undefined),6,-1.1%
Cc1nc(NC(C)c2ccccc2)sc1C(=O)Nc1ccccc1 (centres undefined),4,4.9%
CCOC(=O)c1sc(SC)c(C(C)=O)c1C,-3,0.6%
O=C(C1=C[C@H](C2CCCCC2)C[C@H](OCc2ccc(CO)cc2)O1)N1CCOCC1,nt,-4.0%
FC(F)(F)c1ccc(Cl)c(NC(=S)N/N=C/c2ccccc2Cl)c1,nt,-8.1%
CC(=O)NCCn1c(SCC(=O)NC2CCCCC2)nc2ccccc2c1=O,-8,3.8%
CCCSc1nc2c(c(=O)n(C)c(=O)n2C)n1C,-6,3.7%
C=CCOc1ccc(C2CC(C)=NN2c2ccccc2)cc1 (centres undefined),-6,5.8%
COc1cc(OC)c(OC)cc1/C=N/NC(=O)CCc1c(C)n[nH]c1C,44,1.3%
Cc1ccc(S(=O)(=O)N2c3ccccc3OCC2C(C)(C)C)cc1 (centres undefined),6,2.6%
Cn1cc([N+](=O)[O-])c(C(=O)NCC(=O)O)n1,-21,0.6%
Cc1ccccc1NC(NC(=O)OCCn1c([N+](=O)[O-])cnc1C)C(Cl)(Cl)Cl (centres undefined),10,-0.9%
Cc1cccc(C)c1NC(=O)N1CCC(n2c(=O)[nH]c3ccccc32)CC1,5,5.9%
CNc1nnc(-c2cccc(N(C)C)c2)s1,-1,-4.6%
CC(C)CCNC(=O)C12CN(Cc3ccccc3)CC1C(c1ccc([N+](=O)[O-])cc1)=NO2 (centres undefined),-6,-2.8%
CN1CCN(C(=S)NC(=O)c2ccc(Cl)cc2)CC1,-10,132µM*
CCC(=O)N1CCN(CCN=Cc2c(O)n(C3CCCCC3)c(=O)n(C3CCCCC3)c2=O)CC1,nt,0.3%
COCC(=O)OCC(=O)N1N=C(c2ccc(Cl)cc2)CC1c1ccco1 (centres undefined),3,1.1%
CCN1CCc2c(OCC(=O)N3CCc4ccccc43)cccc2C1=O,15,-1.6%
O=[N+]([O-])/C=C/c1cn(Cc2ccc(F)cc2)c2ccccc12,7,-0.3%
O=C(O)C1=C(C(=O)Nc2cc(C(F)(F)F)ccc2Cl)CCCC1,-1,-3.2%
SMILES,Mtb RmlCD inh,GlmU inhibition
CC(C)N1CCC(N2CCN(Cc3ccc(Oc4ncccn4)cc3)CC2CCO)CC1 (centres undefined),-8,4.1%
Cc1cc(C(=O)N/N=C/c2ccc(O)c(O)c2O)c(C)n1-c1ccccc1,-7,3.7%
CCN(CC)C(c1ccc(F)cc1)c1nnnn1C1CCCCC1 (centres undefined),6,-6.2%
COc1ccc(CN=C2Nc3ccccc3CS2)cc1,-11,-3.4%
CN1Cc2c(N3CCOCC3)nc(SCCC#N)c(C#N)c2CC1(C)C,-24,2.1%
CCN(CC)CCN1C(=O)c2ccccc2NC1c1ccc(C)cc1 (centres undefined),-10,1.7%
CCCCN(Cc1cc2cc(C)ccc2[nH]c1=O)C(=O)c1ccccn1,4,3.8%
Cc1nc2ccc(NC(=O)/C=C/C(=O)O)cc2nc1C,nt,-5.1%
Cc1ccc(N2CC(C(=O)NC3CCSC3=O)CC2=O)cc1 (centres undefined),nt,-1.5%
C=CCN1CC2(c3ccccc3)CN(CC=C)CC(c3ccccc3)(C1)C2=O,nt,2.5%
CCCCC(=O)N/N=C/c1ccc(Sc2cccc3cccnc23)o1,2,-4.2%
Cc1c(Cc2ccccc2)c(=O)oc2cc(OCc3ccc(C(=O)O)cc3)ccc12,-17,5.9%
CCCN1C(=O)C(O)(CC(=O)c2ccc3c(c2)OCCO3)c2ccccc21 (centres undefined),3,1.4%
Cc1ccc(/C=N/NC(=O)CNC(=O)c2ccc(S(=O)(=O)N(C)C)cc2)o1,-6,-0.3%
Cc1[nH]c2ccccc2c1C1=NNC(=Nc2ccc(F)cc2)SC1,7,1.2%
CCOC(=O)c1ccccc1NC(=O)c1ccc(F)cc1,0,-0.6%
CC1CCN(S(=O)(=O)c2cccc(-c3nnc(-c4cccnc4)o3)c2)CC1,28,1.5%
Cn1c(NCc2c[nH]c3ccccc23)nc2ccccc21,7,1.9%
C/C(=N\Nc1cccc(C(F)(F)F)c1)c1ccc(O)cc1,-13,-1.9%
COC(=O)NNC(=O)COc1ccc2ccccc2c1Br,-4,1.1%
COc1cccc2cc(-c3nnc(-c4ccccc4)o3)c(=O)oc12,-6,-4.5%
COc1cccc(CNC(C)C(=O)Nc2ccc3c(c2)OCCO3)c1 (centres undefined),-6,-4.8%
O=C(Cn1cncn1)NCc1cccc(OC(F)F)c1,-9,-5.9%
COc1ccc(-n2c(SCC(=O)Nc3ccc4c(c3)OCO4)nc3c(c2=O)SCC3)cc1,7,-4.2%
CC1(C)CC(c2nc(-c3ccc(Cl)cc3)cs2)CCS1 (centres undefined),-11,3.7%

# The last 5 entries of the part above are carried over, then new ones follow:
SMILES,Mtb RmlCD inh,GlmU inhibition
COc1cccc2cc(-c3nnc(-c4ccccc4)o3)c(=O)oc12,-6,-4.5%
COc1cccc(CNC(C)C(=O)Nc2ccc3c(c2)OCCO3)c1 (centres undefined),-6,-4.8%
O=C(Cn1cncn1)NCc1cccc(OC(F)F)c1,-9,-5.9%
COc1ccc(-n2c(SCC(=O)Nc3ccc4c(c3)OCO4)nc3c(c2=O)SCC3)cc1,7,-4.2%
CC1(C)CC(c2nc(-c3ccc(Cl)cc3)cs2)CCS1 (centres undefined),-11,3.7%
O=C(CSc1nc2ccc(Cl)cc2[nH]1)NCCc1ccc(Cl)cc1,8,-4.0%
CC1=C(C(=O)OC(C)C)C(c2cccs2)n2ncnc2N1 (centres undefined),-5,-2.2%
Cc1cc(-c2ccccc2)nc2oc(C(=O)NN)c(N)c12,-9,nt
CC(C)CC(=O)Nc1ccc(Oc2ccc(NC(=O)CC(C)C)cc2)cc1,-7,2.0%
COc1cc(/C=C2\SC(=Nc3c(C)n(C)n(-c4ccccc4)c3=O)NC2=O)ccc1O,-8,12%
COc1ccc(C(=O)N/N=C/c2sc(N3CCOCC3)nc2-c2ccccc2)cc1OC,-5,-3.5%
CC(C)(C)c1cc[n+](CC(=O)Nc2cc(C(F)(F)F)ccc2N2CCOCC2)cc1,0,-2.9%
COCCN1CCc2[nH]c(=S)[nH]c(=O)c2C1,9,-1.0%
Cc1c(NC(=O)/C(=C\c2ccccc2)NC(=O)c2ccccc2)c(=O)n(-c2ccccc2)n1C,7,2.2%
CSCC(=O)Nc1ccc(F)c(Cl)c1,-6,nt
Cc1cccc(C(=O)Oc2ccccc2-c2nnco2)c1,6,2.0%
COc1cccc(NC(=O)C2CCCN(S(=O)(=O)c3cccc4nonc34)C2)c1 (centres undefined),3,-5.8%
O=S(=O)(C/C(=C/CO)S(=O)(=O)c1ccccc1)c1ccccc1,nt,-1.0%
C=C(CO)C1Cc2cc(C(C)=O)ccc2O1 (centres undefined),nt,-1.7%
CC1CCN(C(=O)CN(CCc2ccccc2)S(C)(=O)=O)CC1,nt,-2.6%
COc1ccc(C2C=C(C34CC5CC(CC(C5)C3)C4)NC(=S)N2)cc1 (centres undefined),nt,-1.1%
COc1ccccc1NC(=S)NCc1cccnc1,-8,3.1%
CC(=O)c1ccc(N2CCN(C(=S)Nc3ccccc3C(F)(F)F)CC2)cc1,-19,28%
O=C(/C=C/c1cccc(Cl)c1)Nc1ncccn1,6,-3.9%
COC(=O)c1cc(C(=O)OC)cc(N2C(=O)CC(Sc3nc(C)cc(C)n3)C2=O)c1 (centres undefined),-9,1.1%
CN(C)CCCn1c(SCC(=O)N2c3ccccc3Sc3ccccc32)nc2ccccc2c1=O,11,-10%
CCNc1nc(NCC)nc(N/N=C(\C)c2ccc(OC)cc2)n1,-10,-4.7%
COc1ccc(C(=O)N/C(=C\c2ccco2)C(=O)NCCCn2ccnc2)cc1,nt,4.2%
Nc1nc(CN2CCN(c3ccc(F)cc3)CC2)nc(N2CCCc3ccccc32)n1,-5,2.2%
Cc1cc(NC(=O)CSc2ncnc3sccc23)no1,5,2.6%
SMILES,Mtb RmlCD inh,GlmU inhibition
COc1cc(OC)cc(C(=O)NNC(=O)Cc2ccc(OC)c(S(=O)(=O)N3CCOCC3)c2)c1,9,-1.3%
Cc1c(Cl)cccc1NC(=O)CCCCCN1C(=O)CCC1=O,20,-8.6%
Fc1ccc(Nc2nc3ccccc3s2)cc1,-5,8.6%
Cc1ccccc1C(=O)NC1CCN(CC(=O)Nc2nccs2)CC1,-8,-1.8%
CN(C)c1ccc(C=C2C(=O)NC(=O)NC2=O)cc1[N+](=O)[O-],5,-6.5%
CCCc1cc(=O)oc2cc(OCc3cc(OC)c(OC)c(OC)c3)c(Cl)cc12,-5,4.4%
CNC(=S)N/N=C/c1c(C)cccc1Cl,-10,1.9%
COc1ccc(S(=O)(=O)CCC(=O)NCCc2cccc(C)c2)cc1,7,5.6%
Cc1ccc(NC(=S)NCc2cccn2C)cc1,9,-6.7%
O=C(O)c1ccc(N=Nc2c(O)[nH]c3cc(Cl)ccc23)cc1,nt,11%
COc1cc(/C=N/Nc2ccccn2)cc(OC)c1O,-7,-8.4%
c1ccc(-n2c(SCc3nc(-c4cccs4)no3)nnc2-c2ccco2)cc1,nt,0.5%
CCCC(=O)OC(C(=O)Nc1cc(C(F)(F)F)ccc1Cl)c1ccccc1 (centres undefined),7,-8.8%
CCOC(=O)c1sc2nc(C3CC3)cc(-c3ccc(OC)cc3)c2c1N,nt,1.0%
O=C(CSc1ccccc1C(=O)NCc1ccccc1)NC12CC3CC(CC(C3)C1)C2,9,0.8%
Cc1cc(C(=O)Nn2cnnc2)cs1,11,3.2%
C=CCn1c(SCc2ccc3c(c2)OCO3)nc2scc(-c3ccco3)c2c1=O,nt,-2.5%
Cc1ccccc1N(CC(=O)NCCSCc1ccco1)S(C)(=O)=O,6,8.1%
Cn1c(SCC(=O)Nc2ccccc2)nnc1-c1ccc(NC(=O)CCc2ccccc2)cc1,nt,-1.0%
O=C(COc1ccc(Cl)cc1)NCc1nnc2c3ccccc3c(-c3ccccc3)nn12,-8,2.9%
COc1ccc(-c2nnc(SC(C)C#N)o2)cc1 (centres undefined),-5,2.9%
COc1cc(N2CCCC2)c(OC)cc1/C=C(/C#N)c1cccc(F)c1,nt,-0.9%
COc1ccc(OC(C)C(=O)Nc2ccccc2C(F)(F)F)cc1 (centres undefined),-5,-3.0%
CCCc1nc(SCc2cccnc2)c2c(=O)n(C)c(=O)n(C)c2n1,10,4.4%
Cc1oc2c(c1C(=O)N1CCC(C)CC1)C(=O)c1ccccc1C2=O,nt,3.5%

# Structures listed so far that have a tert-butyl group, in the order listed:
SMILES,Mtb RmlCD inh,GlmU inhibition
Cc1ccc(S(=O)(=O)N2c3ccccc3OCC2C(C)(C)C)cc1 (centres undefined),6,2.6%
CC(C)(C)c1cc[n+](CC(=O)Nc2cc(C(F)(F)F)ccc2N2CCOCC2)cc1,0,-2.9%

# Remaining list, next part.
SMILES,Mtb RmlCD inh,GlmU inhibition
COc1ccc2nc(NC(=O)CSc3nnnn3C3CCCCC3)sc2c1,5,1.7%
CC(C)(Oc1ccc(Cl)cc1)C(=O)Nc1ccncc1,8,2.2%
COc1cccc(Nc2ccccc2C(=O)O)c1,9,-3.0%
N#Cc1c(-c2ccccc2)cc(-c2ccccc2)nc1Br,4,2.1%
CCOc1ncccc1C(=O)NCc1ccc(OC)c(OC)c1,14,-3.4%
COC(=O)c1ccc(C(C(=O)NCc2ccccc2)N(Cc2ccco2)C(=O)c2cnccn2)cc1 (centres undefined),nt,0.4%
Cc1nn(C)cc1/C=C1\SC(=S)NC1=O,-7,4.2%
CCOC(=O)c1ccc(NC(=O)c2nn(CC)cc2Br)cc1,nt,2.4%
COC(=O)c1cc(-c2ccc(S(=O)(=O)N3CCCC(C)C3)cc2)c(C(F)(F)F)s1 (centres undefined),5,2.4%
O=C(NC(=S)N1CCCCC1)c1cccnc1,-3,-6.4%
COc1ccc(C(CCc2ccc(C)o2)NC(=O)Nc2ccc(OC)cc2OC)cc1 (centres undefined),12,0.7%
O=S(=O)(NCc1ccccc1)c1cccs1,nt,2.8%
COc1ccc(/C=N/NC(=O)c2ccc(Br)cc2)c(OC)c1,nt,6.3%
O=C(NCC1CCCO1)C(Cc1ccccc1)N1C(=O)C2C3C=CC(C4CC34)C2C1=O (centres undefined),-1,-1.0%
Cc1nn(Cc2c(F)c(F)c(F)c(F)c2F)c(C)c1NC(=O)c1cccc(COc2ccc(Cl)cc2)c1,-6,-1.4%
CSc1ccc(NC(=O)N2CC(C)OC(C)C2)cc1 (centres undefined),-4,-2.4%
O=C(c1ccc(N2CCCCC2)c([N+](=O)[O-])c1)N(Cc1ccccc1)c1ccccn1,nt,-0.8%
Cn1c(O)c(N=Nc2ccc(S(=O)(=O)N3CCOCC3)cc2)c(=O)n(C)c1=O,-7,4.3%
Cn1c(SCc2ccccn2)nc2c1c(=O)[nH]c(=O)n2C,12,5.3%
C/C(=N\NC(=S)Nc1ccccc1C)c1cc2ccccc2o1,-9,-1.9%
CCCCN(CCCC)C(=S)NC(=O)C(C)(C)C,-4,-0.1%
CC(=O)c1c(C)[nH]c(C(=O)NCCc2ccccc2)c1C,nt,-5.1%
CCOC(=O)C1=C(C)N=C(/N=C/N(C)C)SC1c1ccccc1 (centres undefined),-5,-1.7%
COc1ccc(Nc2cc(C)nc3nc(C)nn23)c(OC)c1,nt,-0.2%
COc1ccc(CNC2=CC(=O)CC(C)(C)C2)cc1,nt,0.6%

# 2 successive compounds from above, for reference:
SMILES,Mtb RmlCD inh,GlmU inhibition
COc1ccc2nc(NC(=O)CSc3nnnn3C3CCCCC3)sc2c1,5,1.7%
CC(C)(Oc1ccc(Cl)cc1)C(=O)Nc1ccncc1,8,2.2%
